From PubChem
Dynein cargo inh: inhibitors of GR-EGFP nuclear translocation, primary screen, dynein cargo transport inhibitor project, imaging, high-content, 3617.4 mouse cells; test concentration mostly 20 µM; stimulated with dexamethasone, 1 µM; stronger effect = lower value; z-score, hits read low; 220,000 compounds, 0.47% hits;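 active means plate z-score of nuclear minus cytoplasmic receptor signal below a set negative limit, without overly bright fluorescence or cell loss, cut at about -3.5 in these data, passing the limit was not always enough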;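 further: z-score of nuclear minus cytoplasmic ring GR-EGFP intensity difference per well; some compounds called inactive have numbers as strong as hits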
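Buffer or medium: Induction medium lacking tetracycline, stripped serum | Also added: Dexamethasone agonist, 1.0 µM final, for 30 min | Timing: 48 h induction, 1 h compound, 30 min dex at 37 °C | Detection: Formaldehyde fixation, Hoechst nuclear stain, 10x automated fluorescence imaging | Measure: Nuclear versus cytoplasmic GR-EGFP signal, averaged per well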
Hep lipid drop: inhibitors of hepatocyte lipid droplet formation, primary screen, imaging, high-throughput imaging, BODIPY stain; AML12 mouse hepatocytes, oleate lipid droplets; AID 1656, 2009; 240,000 compounds, 0.4% hits; inhibition, % at 6.5 µM;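 active means lipid droplet intensity inhibited by at least 50%, with more than 500 cells counted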
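Assay system: AML12 hepatocytes (mouse); Probe or stimulus: oleic acid at 100 µM to induce lipid droplet formation; Dosing: compound at 6.5 µM only; Schedule: compound with oleate, overnight; Detection: fluorescence imaging, 20x objective, two fields per well; Measure: % inhibition of lipid droplet signal.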
Ins promoter up: insulin promoter activators in MIN6 cells, imaging, high-content screening, mouse beta cells; 190,000 compounds, 0.3% hits; z-score at 5 µM; MIN6 insulin promoter-GFP reporter; stronger effect = higher value; AID 1625, 2009;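 active means z-score above 3 at 5 µM with at least 500 cells counted in the well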
ER stress rescue: rescue of cells from ER stress-induced death, primary screen, 384-well, CSM14.1, thapsigargin, ATP luminescence (AID 1222); CSM14.1 thapsigargin-induced death rescue, ATP luminescence; higher % means a stronger effect; cellular ATP content (survival), % at 20 µM; hits with a dose series show EC50 in µM; 190,000 tested, under 10 active;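 active means EC50 below 50 µM in the dose-response confirmation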;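 further: death triggered by thapsigargin at about 15 µM added after 2 h compound pretreatment; cell ATP read after overnight thapsigargin exposure of roughly 18 to 22 hours; normalized against plate controls of thapsigargin alone and 5% DMSO vehicle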
b-catenin transl: modulators of beta-catenin nuclear translocation, primary screen, imaging, HeLa cells, immunofluorescence, high-content; nuclear translocation activity, % at 5 µM; 190,000 compounds, 0.3% hits;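 active means nuclear translocation activity above 50% at 5 µM, with a well cell count of 50 or more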;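 further: per-cell ratio of nuclear to cytoplasmic median beta-catenin stain intensity; plate controls were DMSO negative control for no effect and GSK-3 inhibitor IX positive control for full effect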
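Technique: fluorescence imaging of beta-catenin antibody stain plus DAPI / Material: human HeLa cell line / Incubation: compound treatment 24 h, 37°C, 5% CO2 / Read-out basis: % activation of per-cell nuclear versus cytoplasmic median beta-catenin signal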
MT stabilizer: microtubule stabilizers in HeLa cells, primary screen, imaging, high-content imaging | 200,000 compounds, 0.83% hits | HeLa tubulin immunostaining HCS, 24 h; share of cells brighter than vehicle mean+2SD | % tubulin-high responders, % at 10 µM | AID 2205, 2009;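 active means plate Z-score above 3 for both tubulin-high and condensed-nucleus cell shares, with cell loss under 80%, at 10 µM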;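 further: anti alpha tubulin signal scored within the nucleus-defined area of each cell; some results filed as inactive read as strong as hits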
PhoP inhibition: inhibitors of PhoP regulon expression, primary screen, Salmonella Typhimurium, GFP reporter (AID 1863); S. Typhimurium PhoP-regulated promoter GFP reporter, 4 h; higher % means a stronger effect; inhibition, % at 50 µM, or IC50 in µM where a hit was titrated; 300,000 compounds, 0.16% hits;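 active means inhibition over 29.93%, a cutoff 3 SD above the screen mean, later confirmed by dose response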;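 further: 0% = low Mg2+ inducing control and 100% = high Mg2+ repressing control; strong numbers were not always called active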
T cell modulator: modulators of CD8 T cell-vesicle binding, primary screen, mouse 2C CD8+ T cells, flow cytometry. 330,000 compounds, 0.068% hits. calls only at 7 µM. 2C CD8+ T cell-vesicle binding; stronger effect = lower value;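 active means response, share of CD8 T cells binding vesicles, and their 90th percentile fluorescence all below set limits, cut at about 80% in these data, passing the limit was not always enough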
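Test system: purified 2C TCR transgenic mouse naive CD8+ T cells. Probe or stimulus: QL9-peptide-loaded Drosophila micro-vesicles bearing Ld, ICAM-1 and B7-1. Incubation: binding step 1.5 h, 37 °C, antibody labelling 20 min, ice. Measured by: flow cytometry of vesicle-bound cells.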
Autophagy HCS: autophagy modulators in MEF cells, primary screen, imaging, high-content, MEF GFP-LC3. MEF GFP-LC3 puncta imaging; test concentration mostly 10 µM. calls only at 10 µM (by protocol). 190,000 compounds, 0.98% hits;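 active means percentage of spot-positive cells more than 3 SD above its plate mean, without a fluorescence outlier flag or 80% toxicity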;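 further: spot-positive cell cutoff set from DMSO-treated cells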
Dynein cargo inh cytoplasmic EGFP: recorded beside Dynein cargo inh, whose call it bears; z-score; measured here: cytoplasmic GR-EGFP intensity; stronger effect = higher value
Dynein cargo inh nuclear GR-EGFP: also measured in Dynein cargo inh; calls as there; z-score; measured here: nuclear GR-EGFP intensity;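 lower value marks the stronger effect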
Dynein cargo inh cell count: also measured in Dynein cargo inh; calls as there; z-score; measured here: cell count per field
Ins promoter up cell count: second read-out of Ins promoter up, no call of its own (marks repeat the call); cell count; measured here: cytotoxicity, nuclei count;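 total cells summed across four imaged fields per well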
Hep lipid drop cells 6.5 µM: recorded beside Hep lipid drop, whose call it bears; cell count; measured here: cell count, cytotoxicity flag;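 cells counted across two imaged fields per well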
b-catenin transl cell count 5 µM: second read-out of b-catenin transl, no call of its own (marks repeat the call); cell count; measured here: cell count, cytotoxicity flag
T cell modulator vesicle-bound %: second read-out of T cell modulator, no call of its own (marks repeat the call); double positive events, %; measured here: CD8+ vesicle-bound cell fraction;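 binding gate set so that unloaded-vesicle control wells show 10% double positive cells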
MT stabilizer Hoechst-high %: also measured in MT stabilizer; calls as there; % Hoechst-high responders; measured here: nuclear condensation Hoechst responders;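 share of cells brighter than vehicle mean plus two SD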
MT stabilizer cytotoxicity %: also measured in MT stabilizer; calls as there; toxicity, %; measured here: cytotoxicity by cell density;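 0% = mean cell density of plate MIN control wells and 100% = no cells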
Autophagy HCS cell loss 18 h: second read-out of Autophagy HCS, no call of its own (marks repeat the call); toxicity, %; measured here: cell loss, nuclei count;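 cell loss after 18 h compound exposure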
* marks the source's active call; other numbers are inactive results; i = inactive; x = no result given; & = joins results of further samples.

SMILES	Dynein cargo inh	Dynein cargo inh cytoplasmic EGFP	Dynein cargo inh nuclear GR-EGFP	Dynein cargo inh cell count	Hep lipid drop	Hep lipid drop cells 6.5 µM	Ins promoter up	Ins promoter up cell count	ER stress rescue	b-catenin transl	b-catenin transl cell count 5 µM	MT stabilizer	MT stabilizer Hoechst-high %	MT stabilizer cytotoxicity %	PhoP inhibition	T cell modulator	T cell modulator vesicle-bound %	Autophagy HCS	Autophagy HCS cell loss 18 h
COc1ccc(NC(=O)CN2CCN(CC(=O)Nc3ccccc3Cl)CC2)cc1	-1.19	-0.445	-0.319	0.726	x	x	-0.51	1556	-0.3%	1.0	1355	5.4	3.6	8.0	-8.0%	i	18.1	i	7.7
O=C1CCCC2=C1C(c1cccs1)n1nc(SCc3ccccc3F)nc1N2 (stereo unspecified)	-0.345	-0.0379	0.0387	-0.562	0.5	761	x	x	-1.5%	-0.6	1070	2.1	1.8	3.8	6.3%	i	24.1	i	-6.4
Cc1cccc(-n2c(CCc3ccccc3)nnc2SCC(=O)c2ccccc2)c1	-0.446	-0.142	0.492	0.044	-41.8	596	x	x	-4.9%	-0.4	971	4.1	2.7	6.2	6.2%	i	2.1	i	-47.2
CCn1c(-c2cc(Cl)ccc2OC)n[nH]c1=S	0.678	-0.0888	0.332	-0.0409	12.4	745	0.81	903	-0.7%	x	x	1.9	1.5	7.6	2.4%	i	17.2	i	1.1
Cc1ccccc1-n1c(Cn2c(=O)sc3ccccc32)nnc1SCC(=O)Nc1nccs1	-1	-0.149	-0.189	0.0223	-1.1	678	0.59	1343	-0.6%	-2.5	1193	2.7	3.0	6.4	-9.8%	i	62.6	i	-6.4
CCOC(=O)C1=C(C)NC(C)=C(C(=O)OC)C1c1cccc([N+](=O)[O-])c1 (stereo unspecified)	0.61	-0.307	0.713	0.326	4.1&-13.4	734&749	-0.22	1068	-1.9%&-2.3%	-0.9	1155	3.8	4.1	4.2	1.3%&-8.0%	i	20.0	i	28.7
CC(C)Nc1nc(-c2ccccc2)nnc1-c1ccccc1	-0.507	-0.254	-0.307	0.227	-1.5	759	-2.52	1455	-1.5%	-0.5	1440	1.7	1.2	0.7	-7.8%	i	2.3	i	12.8
CC(=O)c1sc2c(c1OC(=O)c1ccc(Cl)cc1Cl)c(=O)n(-c1ccccc1)c(=S)n2-c1ccccc1	-0.532	-0.229	-0.273	-0.0326	10.6	681	0.33	1370	x	0.1	708	x	x	x	-2.9%	i	62.4	x	x
COc1ccc2c(c1)C=C(CN1CCN(C(C)C)C(CCO)C1)CO2 (stereo unspecified)	-0.154	-0.248	-0.27	0.467	13.6	746	-1.06	1518	3.1%	-0.7	1068	3.3	2.1	0.5	3.5%	i	40.3	i	16.2
O=C(NCC1CCCO1)C1CCN(C2CCN(C3CCCCCC3)CC2)CC1 (stereo unspecified)	1.2	-0.256	0.547	-0.42	-7.6	662	-0.13	1418	-1.0%	0.4	1010	2.6	0.9	7.7	1.1%	i	4.7	i	-4.2
COC(=O)NC1CCC(CC2CCC(NC(=O)OC)CC2)CC1 (stereo unspecified)	0.812	-0.248	-0.193	-0.613	x	x	-0.16	1622	-0.9%	2.0	1208	5.3	1.3	4.4	-2.5%	i	33.9	i	6.4
O=C(CSc1ccc(Cl)cc1)Nc1cccc(-c2nc3ccccc3[nH]2)c1	-1.08	-0.255	-0.737	0.484	16.6	602	0.13	1523	-2.0%	0.2	1132	2.0	2.0	2.1	23.1%	i	47.2	i	7.2
O=C1NC(=Nc2ccccc2)c2c1cccc2[N+](=O)[O-]	2.73	-0.299	1.69	0.26	4.3	648	-0.3	1442	6.4%	1.4	1029	7.1	2.0	4.7	13.6%	i	46.9	i	6.7
O=C(N/N=C/c1ccc(Br)o1)c1ccc2c(c1)OCCO2	-0.691	-0.29	-0.722	0.826	-0.7	686	-0.58	1106	-2.2%	x	x	0.6	1.9	4.0	1.6%	i	44.0	i	1.8
COCCN(C(=S)Nc1cccc(OC)c1)C1CCN(C(C)C)CC1	-0.65	-0.192	-0.383	0.0529	-0.1	647	-0.05	1530	-1.0%	1.5	1076	2.1	2.5	9.8	-3.2%	i	26.7	i	-5.6
COCCC(=O)Nc1ccc2c(c1)CN(C(=O)CSC)CC2	-0.903	-0.211	-0.539	1.15	-6.4	724	0.25	1087	x	1.0	1378	x	x	x	3.4%	i	30.3	x	x
CCC(=O)NCCc1nc2cc(NC(=O)c3ccc(OC)cc3)ccc2n1C	0.536	-0.157	0.296	0.608	-5.1	740	x	x	-1.6%	-3.5	1211	3.0	2.2	5.9	-2.1%	i	22.2	i	-4.5
COc1ccc(CN=C(Nc2ccccc2)SC2CC(=O)N(C)C2=O)cc1 (stereo unspecified)	2.1	-0.233	0.492	-0.999	11.2	755	-0.7	1138	-1.1%	3.3	480	4.0	2.5	6.5	-11.2%	i	46.7	i	4.7
C/C=C/C(=O)OCC(=O)Nc1ccc(C)c(S(=O)(=O)N(C)C)c1	-0.45	-0.327	-0.32	0.679	0.0	714	1.25	1005	-1.6%	-1.0	1181	4.6	1.7	5.5	7.6%	i	17.3	i	5.2
CC1=C(C(=O)OC(C)C)C(c2cccnc2)C2=C(CC(C)(C)CC2=O)N1 (stereo unspecified)	2.54	-0.26	1.12	-0.764	-33.9	721	0.43	1073	-1.1%	4.5	1145	5.2	2.5	4.1	0.8%	i	12.8	i	-0.7
Cc1ccc(S(=O)(=O)NC(C)(C)CN2CCc3ccccc3C2)cc1	0.197	-0.239	0.0329	0.811	-9.4	744	0.25	1114	x	0.1	1366	x	x	x	-11.8%	i	26.8	x	x
O=C(CSc1ccc(-c2cccs2)nn1)Nc1ccccc1	-0.595	-0.172	-0.335	-0.222	2.1	683	-0.31	1091	-0.9%	-0.3	1107	1.8	1.7	1.3	2.0%	i	47.5	i	19.9
CCCSC1=N/C(=C\c2ccc3c(c2)OCO3)C(=O)S1	0.0952	-0.297	0.213	0.225	0.3	760	0.12	895	-1.6%	3.5	1033	2.1	1.2	7.4	2.6%	i	40.9	i	-9.8
COc1nsnc1NS(=O)(=O)c1ccc(NC(=S)NC(=O)c2cccnc2)cc1	-1.21	1.12	-0.375	0.871	-2.9	657	0.91	1378	-1.1%	0.1	1513	3.4	2.5	2.6	116µM*	i	39.2	i	4.0
COc1ccc(-c2csc(NC(=O)CSc3nc(C)cs3)n2)cc1	0.359	0.137	0.74	-0.458	x	x	x	x	x	x	x	2.8	1.9	5.4	4.0%	i	46.3	i	-5.3
CC(C)(C)C(=O)NC(=S)NNC(=O)c1ccncc1	-0.964	-0.0216	-0.507	0.714	-12.7	711	-0.15	1350	-1.2%	-0.5	1529	3.0	2.3	6.1	-5.2%	i	59.8	i	1.5
COc1ccc(C2NC(c3ccc(OC)cc3)C(c3ccccc3)C(=O)C2c2ccccc2)cc1 (stereo unspecified)	-0.0901	-0.235	0.0397	1.04	-36.7	627	-1.54	1437	-2.3%	-2.0	1117	2.1	1.0	13.2	-11.7%	i	48.6	i	6.2
CC(=O)N/C(=C\c1ccc(F)cc1)C(=O)N(C)C	2.01	-0.296	0.854	0.0349	-9.9	576	0.01	1490	13.9%	-2.2	1102	4.8	3.9	8.3	-7.1%	i	42.9	i	27.9
Cc1cc(N2CCN(C)CC2)nc2ccc(NC(=O)c3ccc4c(c3)OCO4)cc12	1.44	-0.0723	1.04	0.453	1.5	726	0.23	1155	1.3%	-3.3	1105	4.5	2.9	13.9	-20.6%	i	30.0	i	-0.2
Cc1ccn2c(C(=O)CSc3ccc(Cl)cc3)c(C)nc2c1	-0.318	-0.219	-0.682	0.836	-23.6	639	0.24	2000	-0.9%	0.3	1074	1.0	2.4	7.4	2.0%	i	33.3	i	2.2
Cc1cccc(NC(=O)CSCc2nc3c(nnn3Cc3ccc(F)cc3)c(=O)[nH]2)c1C	-0.351	-0.231	-0.264	0.944	-3.3	669	x	x	-1.7%	0.1	1493	2.9	0.6	3.0	-1.9%	i	8.6	i	-4.2
CCCOc1ccc(N2C(=O)C3ON(c4ccccc4)C(CCC)C3C2=O)cc1 (stereo unspecified)	-0.113	-0.288	0.00928	0.491	16.5	805	-0.27	842	0.0%	x	x	0.7	1.8	7.7	9.4%	i	26.8	i	4.1
